KCNK3 block: human KCNK3 channel inhibition, primary screen; O14649; 340,000 compounds, 0.84% hits; B-score at 10 µM; CHO-KCNK3 thallium flux, FluxOR fluorescence; stronger effect = lower value;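 active = B-score under library mean minus 4 SD, starting fluorescence ratio at most library mean plus 5 SD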;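 note: more negative B-score means stronger inhibition of thallium flux through KCNK3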
Target sequence (O14649 whole entry, looked up): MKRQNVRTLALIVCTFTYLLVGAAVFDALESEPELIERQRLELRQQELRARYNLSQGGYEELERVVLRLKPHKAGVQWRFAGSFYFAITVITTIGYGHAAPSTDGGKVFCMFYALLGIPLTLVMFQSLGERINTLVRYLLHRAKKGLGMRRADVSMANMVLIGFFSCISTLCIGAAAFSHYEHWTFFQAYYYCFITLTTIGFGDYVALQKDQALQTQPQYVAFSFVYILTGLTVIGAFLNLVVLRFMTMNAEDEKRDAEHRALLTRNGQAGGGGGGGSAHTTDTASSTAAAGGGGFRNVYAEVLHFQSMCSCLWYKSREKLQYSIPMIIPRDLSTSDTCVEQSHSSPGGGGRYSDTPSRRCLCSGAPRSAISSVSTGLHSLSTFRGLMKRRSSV
HDAC3 inhib: human HDAC3 inhibition; recombinant HDAC3, fluorogenic peptide/trypsin coupled, fluorescence; inhibition, % at 8.3 µM; 320,000 compounds, 0.15% hits; AID 2718; in the data active = inhibition above about 26%, passing the limit was not always enough
GSK3 alpha inh: blocks human GSK-3 alpha kinase. P49840. ADP-Glo luminescence, 60 min. inhibition, % at 10 µM. 320,000 compounds, 0.1% hits;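 in the data active = inhibition above about 50%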;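 note: GST-tagged GSK-3 alpha with peptide substrate and 25 µM ATP; 0% = DMSO neutral wells and 100% = GW8510 positive control wells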
Target sequence (P49840 whole entry, looked up): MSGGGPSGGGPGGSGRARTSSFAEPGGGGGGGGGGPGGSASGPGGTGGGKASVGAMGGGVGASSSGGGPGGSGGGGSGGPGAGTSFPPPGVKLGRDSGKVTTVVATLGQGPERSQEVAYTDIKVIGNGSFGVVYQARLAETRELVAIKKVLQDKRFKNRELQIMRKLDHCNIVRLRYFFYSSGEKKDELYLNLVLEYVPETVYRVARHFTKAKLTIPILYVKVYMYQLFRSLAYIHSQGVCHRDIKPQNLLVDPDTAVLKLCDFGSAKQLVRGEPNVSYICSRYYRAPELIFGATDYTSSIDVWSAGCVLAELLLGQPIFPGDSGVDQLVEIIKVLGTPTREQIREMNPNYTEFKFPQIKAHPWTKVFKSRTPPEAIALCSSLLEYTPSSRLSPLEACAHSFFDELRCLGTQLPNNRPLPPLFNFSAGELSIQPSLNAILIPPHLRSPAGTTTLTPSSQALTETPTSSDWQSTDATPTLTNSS
DYRK1A inh: inhibitors of rat Dyrk1A kinase; Q63470; ADP-Glo luminescence, NFATc1 peptide; inhibition, % at 12.5 µM; 310,000 compounds, 0.43% hits; AID 504441; in the data active = inhibition above about 50%;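 note: plate controls were vehicle with enzyme for no effect and no enzyme for full effect; many of its hits are not listed in these tables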
* = called active by the depositor; i = inactive. A portion of the library; count on the stated rates, not on these rows.

The opening two records, ahead of the listing:
compound	KCNK3 block	HDAC3 inhib	DYRK1A inh	GSK3 alpha inh
C[C@@H]1CN([C@H](C)CO)C(=O)Cc2cc(NC(=O)Nc3ccccc3)ccc2O[C@@H]1CN(C)C(=O)Nc1ccc2c(c1)OCO2	i	1	3	2
O=C(CC1OC(=O)c2ccccc21)Nc1cc(Cl)ccc1N1CCOCC1 (configuration not stated)	i	-4	3	3

This part in full, from the first entry:
compound	KCNK3 block	HDAC3 inhib	DYRK1A inh	GSK3 alpha inh
C[C@@H]1CN([C@H](C)CO)C(=O)Cc2cc(NC(=O)Nc3ccccc3)ccc2O[C@@H]1CN(C)C(=O)Nc1ccc2c(c1)OCO2	i	1	3	2
O=C(CC1OC(=O)c2ccccc21)Nc1cc(Cl)ccc1N1CCOCC1 (configuration not stated)	i	-4	3	3
CC(=O)N1CCN(C(=O)c2ccc(-c3ccccc3Cl)o2)CC1	i	5	13	7
O=C(CSc1nnnn1C1CC2CCC1C2)Nc1ccnc2ccccc12 (configuration not stated)	i	11	7	2
O=C(/C=C/c1ccncc1)c1ccc(NC(=O)c2ccccc2F)cc1	i	3	2	-3
CN(CC(=O)Nc1cccc(F)c1)C(=O)CCN1C(=O)C2CC=CCC2C1=O (configuration not stated)	i	-1	0	-1
CCOC(=O)[C@@H]1[C@H]2COc3ccccc3[C@@H]2N2C(=O)N(c3ccc(C(F)(F)F)cc3)C(=O)[C@@]12C	i	-5	-2	-1
CC[C@H](C)[C@@H](C(=O)NCCCCCCCCCCC(=O)N1CCNCC1)n1cc(CCCCCN)nn1	i	3	4	5
O=C(CN1C(=O)C2CCCCC2C1=O)Nc1cc([N+](=O)[O-])ccc1F (configuration not stated)	i	-41	26	-4
O=C(COC(=O)COc1cccc(C(F)(F)F)c1)Nc1ccc(N2CCOCC2)cc1	i	4	-2	-4
CCOC(=O)c1ccc(S(=O)(=O)Nc2cc(S(=O)(=O)N3CCOCC3)ccc2O)cc1	i	-3	3	-1
N#C/C(=C\c1ccc(O)c(O)c1)C(=O)c1ccc(O)c(O)c1	i	6	48	9
Cc1ccc(S(=O)(=O)N(C)c2ccc(C(=O)NCC(c3ccco3)N(C)C)cc2)cc1 (configuration not stated)	i	-1	6	-16
CCOC(=O)[C@H]1[C@H]2COc3cc(OC)ccc3[C@@H]2N2C(=O)c3ccc(C)cc3NC(=O)[C@@]12C	i	-7	0	-2
C[C@H](CO)N1C[C@H](C)[C@@H](CN(C)C(=O)Nc2ccc(C(F)(F)F)cc2)Oc2c(NC(=O)c3ccncc3)cccc2C1=O	i	5	3	1
C#CCOCCOCCOCCNc1nc(N2CCN(C(=O)C([C@@H](C)O)n3cc([C@@H](N)CCCCN)nn3)CC2)nc(N2CCN(C(=O)C([C@@H](C)O)n3cc([C@@H](N)CCCCN)nn3)CC2)n1 (some centres not stated)	i	-1	0	3
CC1(C)CC2CC(C)(CN2S(=O)(=O)c2cccc(C(=O)O)c2)C1 (configuration not stated)	i	0	6	-5
COc1ccc2oc(C(=O)NCc3ccccc3CN3CCCC3)c(C)c2c1	i	-3	6	7
CN1CCCC(CC2c3ccccc3Sc3ccccc32)C1 (configuration not stated)	i	9	13	-3
C[C@@H](NC(=O)c1nc[nH]c1C(=O)OCc1ccccc1)c1ccccc1	i	1	10	-3
COc1ccc(OC)c(N2C(=O)CC(NNC(=O)c3ccc4c(c3)OCO4)C2=O)c1 (configuration not stated)	i	-3	3	0
CCc1ccc(NC(=O)C(=O)c2ccccc2NC(C)=O)cc1	i	6	-2	-2
CCC(CO)Oc1cc(NCc2ccncc2)c2ncn(C(C)C)c2c1 (configuration not stated)	i	-6	8	12
CN(C(=O)CSc1nnc(-c2cccnc2)o1)C1CCCCC1	i	-5	-4	0
Cc1ccc(-c2noc(COC(=O)c3ccco3)n2)cc1	i	5	-1	7
COc1ccccc1-c1oc2ccccc2c1C#CCO	i	-3	-6	-2
Cn1cnc(C(=O)NC2CCN(C(=O)OC(C)(C)C)CC2)c1C(=O)NC1CCN(C(=O)OC(C)(C)C)CC1	i	14	2	30
CC(NC(=O)OC(C)(C)C)C(=O)Oc1ccc2ccc(=O)oc2c1 (configuration not stated)	i	-38	5	0
O=C1CC(c2ccco2)c2ccc3ccccc3c2N1 (configuration not stated)	i	4	20	1
CCOC(=O)c1cccc(NC(=O)C(NS(=O)(=O)c2ccc3c(c2)CCN3C(C)=O)C(C)C)c1 (configuration not stated)	i	6	-1	0
CN(CC(=O)Nc1ccc(F)cc1)CC(=O)N1CCCC1	i	-1	0	-3
C/C=C(/C)C(=O)O[C@@H]([C@H](O)c1cc2ccc(=O)oc2cc1OC)C(C)(C)O[C@@H]1O[C@H](CO)[C@@H](O)[C@H](O)[C@H]1O	i	-31	-8	-2
Nc1ncnc2c1ncn2[C@@H]1O[C@H](COS(=O)(=O)O)[C@@H](O)[C@H]1O	i	-11	5	0
Cc1cc(C(F)(F)F)c(C#N)c(=O)[nH]1	i	-2	3	-3
COc1ccc(CCNC(=O)COC(=O)Cc2ccccc2F)cc1	i	-1	4	1
CCCOc1ccccc1N1C(=O)CC(N2CCOCC2)C1=O (configuration not stated)	i	6	1	-3
CCOC(=O)C1=CC[C@@H](c2cc3cc(OC)ccc3n2C)N(S(=O)(=O)c2ccc(C)cc2)[C@H]1C(=O)OCC	i	1	3	-1
CC1CCC2(CC1)NC(=O)N(CC(=O)Nc1cccc(S(=O)(=O)N3CCCCC3)c1)C2=O (configuration not stated)	i	-1	6	-3
OCC[C@H]1C[C@H](O)[C@@H](O)[C@@]2(Cc3ccccc3CO2)O1	i	3	-3	1
Cc1cc(C(=O)Nc2ccc(Br)cn2)sc1C	i	-4	9	4
COc1ccc(OCC(=O)NNC(=O)C2CCN(c3ncnc4sc(C)c(C)c34)CC2)cc1	i	8	13	5
CC(Oc1ccccc1)C(=O)NC1CCSc2ccccc21 (configuration not stated)	i	-7	7	-1
CC(=O)O[C@H](COc1c2ccoc2cc2oc(=O)ccc12)C(C)(C)O	i	-16	68*	-2
CN(CC1COc2ccccc2O1)C(=O)CSc1ncnc2sccc12 (configuration not stated)	i	7	-1	0
COc1cccc(NC(=O)CN(C)C(=O)Cc2n[nH]c(=O)c3ccccc23)c1	i	-19	1	1

Another view of some results above:
KCNK3 block,HDAC3 inhib,DYRK1A inh,GSK3 alpha inh,structure
i,1,3,2,C[C@@H]1CN([C@H](C)CO)C(=O)Cc2cc(NC(=O)Nc3ccccc3)ccc2O[C@@H]1CN(C)C(=O)Nc1ccc2c(c1)OCO2
i,-4,3,3,O=C(CC1OC(=O)c2ccccc21)Nc1cc(Cl)ccc1N1CCOCC1 (configuration not stated)
i,5,13,7,CC(=O)N1CCN(C(=O)c2ccc(-c3ccccc3Cl)o2)CC1
i,11,7,2,O=C(CSc1nnnn1C1CC2CCC1C2)Nc1ccnc2ccccc12 (configuration not stated)
i,3,2,-3,O=C(/C=C/c1ccncc1)c1ccc(NC(=O)c2ccccc2F)cc1
i,-1,0,-1,CN(CC(=O)Nc1cccc(F)c1)C(=O)CCN1C(=O)C2CC=CCC2C1=O (configuration not stated)
i,-5,-2,-1,CCOC(=O)[C@@H]1[C@H]2COc3ccccc3[C@@H]2N2C(=O)N(c3ccc(C(F)(F)F)cc3)C(=O)[C@@]12C
i,3,4,5,CC[C@H](C)[C@@H](C(=O)NCCCCCCCCCCC(=O)N1CCNCC1)n1cc(CCCCCN)nn1
i,-41,26,-4,O=C(CN1C(=O)C2CCCCC2C1=O)Nc1cc([N+](=O)[O-])ccc1F (configuration not stated)
i,4,-2,-4,O=C(COC(=O)COc1cccc(C(F)(F)F)c1)Nc1ccc(N2CCOCC2)cc1
i,-3,3,-1,CCOC(=O)c1ccc(S(=O)(=O)Nc2cc(S(=O)(=O)N3CCOCC3)ccc2O)cc1
i,6,48,9,N#C/C(=C\c1ccc(O)c(O)c1)C(=O)c1ccc(O)c(O)c1
i,-1,6,-16,Cc1ccc(S(=O)(=O)N(C)c2ccc(C(=O)NCC(c3ccco3)N(C)C)cc2)cc1 (configuration not stated)
i,-7,0,-2,CCOC(=O)[C@H]1[C@H]2COc3cc(OC)ccc3[C@@H]2N2C(=O)c3ccc(C)cc3NC(=O)[C@@]12C
i,5,3,1,C[C@H](CO)N1C[C@H](C)[C@@H](CN(C)C(=O)Nc2ccc(C(F)(F)F)cc2)Oc2c(NC(=O)c3ccncc3)cccc2C1=O
i,-1,0,3,C#CCOCCOCCOCCNc1nc(N2CCN(C(=O)C([C@@H](C)O)n3cc([C@@H](N)CCCCN)nn3)CC2)nc(N2CCN(C(=O)C([C@@H](C)O)n3cc([C@@H](N)CCCCN)nn3)CC2)n1 (some centres not stated)
i,0,6,-5,CC1(C)CC2CC(C)(CN2S(=O)(=O)c2cccc(C(=O)O)c2)C1 (configuration not stated)
i,-3,6,7,COc1ccc2oc(C(=O)NCc3ccccc3CN3CCCC3)c(C)c2c1
i,9,13,-3,CN1CCCC(CC2c3ccccc3Sc3ccccc32)C1 (configuration not stated)
i,1,10,-3,C[C@@H](NC(=O)c1nc[nH]c1C(=O)OCc1ccccc1)c1ccccc1
i,-3,3,0,COc1ccc(OC)c(N2C(=O)CC(NNC(=O)c3ccc4c(c3)OCO4)C2=O)c1 (configuration not stated)

Next section:
compound	KCNK3 block	HDAC3 inhib	DYRK1A inh	GSK3 alpha inh
O=C(c1cccc(S(=O)(=O)Nc2ccc(F)cc2)c1)N1CCCC1	i	4	-2	1
COC(=O)[C@]1(CC(C)C)N[C@H](c2ccc(SC3CCCCC3)cc2)[C@@H]2C(=O)N(C)C(=O)[C@@H]21	i	16	6	4
Cc1cccc(CCN2C(N(C)C)=NC[C@@H]2C)c1	i	1	-1	-1
Cc1ccc(C(=O)CN2C(=O)NC3(CCOc4ccccc43)C2=O)s1 (configuration not stated)	i	3	5	-3
CC(=O)Nc1ccc(C(=O)COC(=O)c2nc3nc(C)cc(C)n3n2)cc1	i	-1	2	13
O=C(CN1CCC(n2nnc3cc(F)ccc32)CC1)Nc1ccc2c(c1)CCC2	i	0	-1	8
C/C=C(/C)C(=O)OC1CC(C)(C)C[C@H]2C3=CC[C@@H]4[C@@]5(C)CCC(O[C@@H]6O[C@@H](C(=O)O)[C@@H](O)C(O[C@@H]7OC[C@H](O)[C@@H](O)[C@@H]7O[C@@H]7OC(CO)C(O)[C@@H](O)[C@@H]7O)C6O[C@@H]6OC(CO)C(O)C(O)C6O)[C@@](C)(CO)[C@@H]5CC[C@]4(C)[C@]3(C)CC(O)[C@@]12CO (some centres not stated)	i	4	-3	-6
Cn1cccc1C(=O)OCC(=O)c1c[nH]c2ccccc12	i	3	0	-5
CCOC(=O)/C=c1\s/c(=C\c2ccccc2OC)c(=O)n1CC(=O)N1CCOCC1	i	-3	2	2
Nc1ccc(C(=O)OCC(=O)N2c3ccccc3Sc3ccccc32)cc1[N+](=O)[O-]	i	-2	3	1
CCC/C(C#Cc1cc(OC)cc(OC)c1)=C1/c2ccccc2C(=O)N1c1ccccc1	i	3	-12	-2
Cc1ccc(C)c(OCCC(=O)OCC(=O)Nc2cc(S(=O)(=O)N3CCCCC3)ccc2C)c1	-10*	-1	-2	-11
COc1cccc(NC(=O)CN(C)C(=O)c2ccc(NC3CC3)c([N+](=O)[O-])c2)c1	i	3	5	-1
COc1cccc(C(=O)OCC(=O)c2c[nH]c3ccccc23)c1OC	i	6	-2	1
CCN(Cc1ccccc1)C(=O)COC(=O)c1n[nH]c2ccccc12	i	3	9	0
CC(C)C[C@H]1CN=C(Nc2ccccc2)N1CC1CCCCCC1	i	10	0	5
C[C@H](CO)N1C[C@H](C)[C@@H](CN(C)C(=O)Nc2ccc(C(F)(F)F)cc2)Oc2c(NC(=O)CCC(F)(F)F)cccc2C1=O	i	9	-7	-2
CCCN(C(=O)c1cccs1)c1c(N)n(Cc2ccccc2)c(=O)[nH]c1=O	i	1	-6	-2
CC1CCCN(C(=O)CSc2nnc3ccccn23)C1 (configuration not stated)	i	-9	5	16
Cc1cc(C)n2nc(SCC(=O)Nc3ccccc3F)nc2n1	i	2	6	-5
C[C@@H]1CN([C@H](C)CO)C(=O)c2cc(NC(=O)Nc3ccc(C(F)(F)F)cc3)ccc2O[C@H]1CN(C)S(=O)(=O)c1cccs1	i	22	10	-2
CN(C)C(=O)c1ccc(-c2cc3onc(-c4ccccc4)c3c(=O)n2C)cc1	i	1	5	-1
COc1cc(CC(=O)OCC(=O)NCc2ccc(C)cc2)cc(OC)c1OC	i	-3	-5	-2
CC12CCC(CC1=O)C2(C)C (configuration not stated)	i	4	2	0
CC(Sc1nnc(-c2ccccc2F)n1C)C(=O)NC1CCCCC1 (configuration not stated)	i	2	4	6
CC(C)(C)OC(=O)C[C@@H]1C/C=C\C[C@H](CC(=O)NCCO)C(=O)N[C@@H](Cc2ccccc2)COC1=O	i	-3	-4	0
O=C(COc1cccc(F)c1)NNC(=O)Cc1ccc(Br)cc1	i	1	-2	-4

From PubChem
